Bioassay records as filed in PubChem.
Casp6 inh: caspase-6 (human) enzyme inhibition | inhibition, % at 12.5 µM | 0.53% of 350,000 active | purified caspase-6, Z-VEID-R110 cleavage fluorescence | P55212;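 active = mean inhibition across replicates at least about 35%, with every replicate also reaching that limit, limit read from the data; inconclusive = only one of the two criteria met; inactive = neither criterion met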;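 also: 0% = median of neutral control wells and 100% = no fluorescence left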
Target sequence (P55212 24-179 limits assumed): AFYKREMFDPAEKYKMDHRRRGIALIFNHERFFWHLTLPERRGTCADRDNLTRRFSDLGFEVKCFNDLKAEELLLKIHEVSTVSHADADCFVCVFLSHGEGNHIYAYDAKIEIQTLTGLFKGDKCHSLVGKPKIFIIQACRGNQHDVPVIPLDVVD
Target sequence (P55212 194-293 limits assumed): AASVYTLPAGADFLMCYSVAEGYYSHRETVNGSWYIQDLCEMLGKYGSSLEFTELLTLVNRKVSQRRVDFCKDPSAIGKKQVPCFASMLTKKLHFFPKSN
ERp5 block: blocks human ERp5 reductase activity on insulin; ERp5 insulin aggregation, absorbance 650 nm, 90 min; inhibition, % at 9.99 µM; 0.05% of 350,000 active; AID 651711;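 active = mean replicate inhibition above about 25%, with every replicate also reaching it, limit read from the data, passing the limit was not always enough; inconclusive = only one of those two criteria met; inactive = neither criterion met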
Target sequence (Q15084 whole entry, looked up): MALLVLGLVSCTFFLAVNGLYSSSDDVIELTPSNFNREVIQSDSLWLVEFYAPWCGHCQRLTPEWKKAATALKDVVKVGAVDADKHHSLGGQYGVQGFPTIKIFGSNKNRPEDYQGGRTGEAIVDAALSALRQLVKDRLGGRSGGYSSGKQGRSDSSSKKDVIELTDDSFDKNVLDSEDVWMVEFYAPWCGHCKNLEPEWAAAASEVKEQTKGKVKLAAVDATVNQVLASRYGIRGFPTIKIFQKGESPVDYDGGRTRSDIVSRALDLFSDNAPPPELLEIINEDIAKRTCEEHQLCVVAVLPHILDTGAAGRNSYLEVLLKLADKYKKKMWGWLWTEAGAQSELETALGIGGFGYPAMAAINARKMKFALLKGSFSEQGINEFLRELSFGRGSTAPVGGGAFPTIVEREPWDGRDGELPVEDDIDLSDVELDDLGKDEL
DENV2 CPE rescue: protects cells from dengue virus 2 cytopathic effect. DENV2-infected cells, cytopathic effect rescue, plate reader. CPE inhibition, % at 9.99 µM. 1.7% of 350,000 active. AID 651640; in the data active = CPE inhibition above about 20%, passing the limit was not always enough; inconclusive = no clear call, values can overlap the other calls; tested in BHK-21 cells;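 also: 0% = median of neutral control wells and 100% = median of positive control wells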
ERAP1 inh: blocks human ERAP1 aminopeptidase activity; recombinant ERAP1, Leu-AMC fluorescence, 60 min; inhibition, % at 10.7 µM; 0.15% of 340,000 active;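 active = mean replicate inhibition of at least 30%, or all replicates individually reaching that 30% level; inactive = mean below 30% and not every replicate reaching it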;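 also: 0% = neutral control wells and 100% = L-leucinethiol positive control wells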
SIRT5 block: inhibitors of human sirtuin-5 desuccinylase; inhibition, % at 15 µM; Q9NXA8; 1.1% of 330,000 active; Purified SirT5, succinyl-peptide AMC, trypsin-coupled fluorescence; AID 652115; in the data active = inhibition above about 15%; inconclusive = no clear call, values can overlap the other calls
Target sequence (Q9NXA8 whole entry, looked up): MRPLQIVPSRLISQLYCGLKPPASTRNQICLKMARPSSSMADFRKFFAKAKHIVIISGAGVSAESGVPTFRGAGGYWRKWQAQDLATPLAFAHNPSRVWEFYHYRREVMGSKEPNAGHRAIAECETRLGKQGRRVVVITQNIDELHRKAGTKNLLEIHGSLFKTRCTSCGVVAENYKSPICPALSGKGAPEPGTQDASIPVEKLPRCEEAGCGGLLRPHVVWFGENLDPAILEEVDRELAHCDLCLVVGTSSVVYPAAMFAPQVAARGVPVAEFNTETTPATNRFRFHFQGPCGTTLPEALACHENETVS
miR-122 sensor: miR-122 inhibition in Huh7 cells. Huh7 miR-122 Renilla luciferase sensor, 48 h; neutral wells = 0, positive control = 100. activation (reporter increase), % at 12.5 µM. 0.3% of 340,000 active;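 active = mean replicate activation score at least 90 and every replicate individually at or above 90; inconclusive = only one of the two criteria met; inactive = neither criterion met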;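 also: higher luciferase means less miR-122 activity so hits act as miR-122 inhibitors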
CFTR F508del cor: CFTR F508del correction in bronchial cells | CFBE cells, YFP halide quenching; stimulated with forskolin plus potentiator P3; % fluorescence drop versus neutral controls | activity (quench increase), % at 7.58 µM | 0.36% of 350,000 active | AID 720511;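 active = mean added fluorescence quench of at least 8% versus neutral control, with both replicates also reaching 8%; inconclusive = only one of the mean or replicate conditions met; inactive = mean below 8% and not both replicates reaching 8%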;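 also: cells transiently co-express mutant CFTR-F508del with the halide-sensitive YFP; corrector assay measuring rescue of mutant channel to the surface after 24 h compound exposure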
An asterisk follows results filed as active; ? = inconclusive; · = not tested or not shown; [ ] = another dose, or the depositor's remark.

(1) CCCn1c2ccccc2c2cnn(CC(=O)NC3CCCCC3C)c(=O)c21 (stereo not drawn)
(2) Cc1ccc(CN(C)C(=O)c2ccccc2Sc2ccccc2C#N)cc1
(3) CC(C)Sc1nnc(SCC(=O)NCCCN2CCCC2=O)s1
(4) Cc1cccc2c(CC(=O)O)noc12
(5) O=C(C[C@@H]1CC[C@H](NC(=O)c2cccc(F)c2)[C@@H](CO)O1)NCc1ccc(Oc2ccccc2)cc1
screen / no.	1	2	3	4	5
Casp6 inh	2	-90	-3	3	3
ERp5 block	13	2	5	3	-1
DENV2 CPE rescue	-3	-5	0	-2	18
ERAP1 inh	-3	3	-6	-1	1
SIRT5 block	5	-3	-4	-2	-1
miR-122 sensor	-2	-1	·	·	·
CFTR F508del cor	6.3	-3.2	-1.8	·	-1.7

(6) CCOc1ccc(NC(=O)N(CCN(C)C)C(C)c2cccnc2)cc1 (stereo not drawn)
(7) COc1ccc(CCNC(=O)c2ccccc2NS(=O)(=O)c2cc(C(=O)O)ccc2OC)cc1
(8) CC(C)OCCCn1c(SC(C)C(=O)NCC2CCCO2)nc2cc(Cl)ccc2c1=O (stereo not drawn)
(9) CC(C)NC(=O)c1csc(COCCO)n1
(10) COc1ccc(S(=O)(=O)N(C)C[C@H]2Oc3ccc(NC(=O)Nc4ccc(F)cc4)cc3CC(=O)N([C@H](C)CO)C[C@@H]2C)cc1
screen / no.	6	7	8	9	10
Casp6 inh	-2	1	0	-7	·
ERp5 block	3	3	0	-4	·
DENV2 CPE rescue	-4	-1	?	-2	-12
ERAP1 inh	1	-39	5	-6	·
SIRT5 block	7	-2	-3	·	·
miR-122 sensor	-1	-4	6	-1	-8[16.7 µM]
CFTR F508del cor	3.8	-3.1	-4.3	1.7	-0.3

(11) CNC[C@@H]1Oc2c(NC(=O)c3cnccn3)cccc2C(=O)N([C@@H](C)CO)C[C@H]1C
(12) CCN(CC)C(=O)Cn1ncc2c1-c1ccccc1OC2
(13) COc1ccc(CN([C@H](C)CO)S(=O)(=O)N(Cc2ccccc2)[C@H](CO)C(C)C)cc1
(14) COCCNC(=O)C1(C)CCN(C(=O)c2cc(C(C)(C)C)nn2C)C1 (stereo not drawn)
(15) Cc1ccc(NC2CCCN(C(=O)CCC3=NNC(=O)CC3)C2)cc1C (stereo not drawn)
screen / no.	11	12	13	14	15
Casp6 inh	0	-1	1	-2	2
ERp5 block	-4	15	-7	6	7
DENV2 CPE rescue	4	-8	15	38*	-1
ERAP1 inh	3	6	8	-1	-5
SIRT5 block	·	-5	11	·	-2
miR-122 sensor	-7[16.7 µM]	·	-1	5	-8
CFTR F508del cor	1.4	0.6	-3.5	-1.2	1.1

(16) COc1ccc2c3c([nH]c2c1)[C@H](CO)N(C(=O)NC(C)C)CC31CN(Cc2ccccc2)C1
(17) CCC(C)c1ccc(NC(=S)NN2CCOCC2)cc1 (stereo not drawn)
(18) CCCn1c(=O)c2c(ncn2C)n(CCC)c1=O
(19) CC(C)c1ccccc1NS(=O)(=O)c1cccs1
(20) O=C(NC(c1ccc(-c2ccccc2)cc1)c1cnccn1)C1CCN(Cc2ccc(Cl)c(Cl)c2)CC1 (stereo not drawn)
screen / no.	16	17	18	19	20
Casp6 inh	6	-2	-2	0	-4
ERp5 block	1	2	2	5	3
DENV2 CPE rescue	-6	2	-2	0	-3
ERAP1 inh	-7	1	-1	-5	2
SIRT5 block	3	·	-2	8	-3
miR-122 sensor	·	·	-7	·	0
CFTR F508del cor	0.9	·	-0.1	2.0	-1.6

(21) O=C(c1ccc(-c2ccccc2Cl)o1)N1CCC1
(22) C[C@H](CO)N1C[C@H](C)[C@H](CN(C)C(=O)Nc2cccc3ccccc23)Oc2ccc(NC(=O)Cc3ccccc3)cc2CC1=O
(23) COc1ccc(CCNC2=CC(=O)CC(C)(C)C2)cc1
(24) COc1ccc2[nH]c3c(c2c1)CCN1C(=O)C(CC(=O)NCc2ccc(OC)c(OC)c2)C[C@H](C(=O)N2CCCCC2)[C@@]31CCc1ccccc1 (stereo partly drawn)
(25) CCC(C(=O)NC1CCCC1)N(C(=O)c1snc(C(N)=O)c1N)c1ccc2c(c1)OCCO2 (stereo not drawn)
screen / no.	21	22	23	24	25
Casp6 inh	-3	3	-1	1	-2
ERp5 block	4	-2	1	3	5
DENV2 CPE rescue	-5	-15	17	7	-2
ERAP1 inh	-2	4	·	1	2
SIRT5 block	1	8	-2	1	10
miR-122 sensor	·	33[16.7 µM]	·	4	-9
CFTR F508del cor	-2.3	-0.7	0.3	-3.4	-2.4

(26) COc1ccc(NC(=O)N(C)C[C@H]2Oc3ccc(NC(=O)c4ccncc4)cc3CC(=O)N([C@H](C)CO)C[C@@H]2C)cc1
(27) C[C@H](O)C#Cc1cnc2c(c1)C(=O)N([C@H](C)CO)C[C@@H](C)[C@@H](CN(C)C(=O)c1ccccc1F)O2
(28) O=C(OCCOc1cccc(Cl)c1)c1ccc2ncsc2c1
(29) Nn1c(SCc2c(F)cccc2F)nnc1-c1ccccn1
(30) CN(C)c1ccc2c(c1)[C@@H]1C[C@H](CC(=O)NCc3cccc(F)c3)O[C@@H](CO)[C@@H]1O2
screen / no.	26	27	28	29	30
Casp6 inh	1	-2	1	-2	2
ERp5 block	7	-4	7	0	1
DENV2 CPE rescue	-1	-1	4	5	-4
ERAP1 inh	4	0	1	2	3
SIRT5 block	3	0	2	-1	1
miR-122 sensor	-3[16.7 µM]	-2[16.7 µM]	-1	0	2[16.7 µM]
CFTR F508del cor	0.2	0.6	0.7	-1.0	1.2

(31) O=S(=O)(Nc1cccc(-c2ccc(N3CCCCCC3)nn2)c1)c1cccc(F)c1
(32) Cc1ccc(C2=Nc3ccccc3SC(c3cccc([N+](=O)[O-])c3)C2)cc1 (stereo not drawn)
(33) C[C@@H]1CN([C@H](C)CO)C(=O)c2cc(NC(=O)CCCCCC(=O)Nc3ccccc3N)ccc2O[C@@H]1CN(C)S(C)(=O)=O
(34) O=S(=O)(Nc1ccc(-c2cnco2)cc1)c1ccccc1
(35) CCOC(=O)[C@H]1[C@H]2COc3cc(OC)ccc3[C@@H]2N2C(=O)CN(Cc3ccc(OC)cc3)C(=O)[C@@]12C
screen / no.	31	32	33	34	35
Casp6 inh	6	6	0	-1	4
ERp5 block	4	0	5	-1	2
DENV2 CPE rescue	4	-3	19	-3	-5
ERAP1 inh	0	7	2	-3	7
SIRT5 block	-1	-4	·	-2	-4
miR-122 sensor	32	-10	-4[16.7 µM]	·	·
CFTR F508del cor	0.1	3.3	0.7	-3.2	0.8

(36) O=C(C1CCC1)N1CC[C@@H]2[C@H]1c1cc(C#Cc3ccc(F)cc3)ccc1N[C@@H]2CO
(37) FC(F)(F)c1ccnc(Sc2n[nH]c(C(F)(F)F)n2)c1
(38) Cc1noc(C)c1S(=O)(=O)Nc1cccc2c1O[C@@H](CN(C)C)[C@@H](C)CN([C@H](C)CO)C2=O
(39) CC(=O)NC(c1ccccc1)c1nc(-c2cccs2)cs1 (stereo not drawn)
(40) C[C@H](CO)N1C[C@H](C)[C@@H](CN(C)S(=O)(=O)c2ccc([N+](=O)[O-])cc2)OCc2ccccc2-c2ccccc2C1=O
screen / no.	36	37	38	39	40
Casp6 inh	1	4	-2	1	-1
ERp5 block	1	-9	1	1	2
DENV2 CPE rescue	18	-6	-3	-6	-8
ERAP1 inh	-2	0	1	-1	-9
SIRT5 block	-16	-1	-1	1	5
miR-122 sensor	·	·	0[16.7 µM]	-5	·
CFTR F508del cor	3.4	-0.9	-1.2	-4.5	0.1

(41) OC[C@H]1N[C@@H](CNCC2CCC2)[C@@H]1c1ccc(C2=CCCCC2)cc1
(42) O=C(Nc1ccccc1F)N[C@H]1C=C[C@H](CC(=O)N2CCCCC2)O[C@@H]1CO
(43) Cc1cc(C)n2nc(N)c(N=Nc3ccccc3)c2n1
(44) O=C(C[C@H]1C=C[C@H](NC(=O)c2ccncc2)[C@@H](CO)O1)NCCc1ccncc1
(45) C[C@H](CO)N1C[C@H](C)[C@@H](CN(C)Cc2ccc(Cl)c(Cl)c2)Oc2c(NC(=O)Nc3ccc4c(c3)OCO4)cccc2C1=O
screen / no.	41	42	43	44	45
Casp6 inh	0	2	2	2	2
ERp5 block	3	0	3	0	4
DENV2 CPE rescue	2	?	-2	1	-7
ERAP1 inh	-1	-1	-1	-2	-1
SIRT5 block	7	0	-4	0	4
miR-122 sensor	·	·	·	·	30[16.7 µM]
CFTR F508del cor	-4.2	1.5	-7.1	-1.2	-0.3

(46) Cc1noc(C)c1S(=O)(=O)Nc1ccc2c(c1)C(=O)N([C@H](C)CO)C[C@H](C)[C@@H](CN(C)S(=O)(=O)c1ccccc1)OCCCC[C@@H](C)O2
(47) CCC12C(=O)C(CC)(C(c3ccccc3)=C1c1ccccc1)[C@@H]1C(=O)N(c3ccc(C)cc3)C(=O)C12 (stereo partly drawn)
(48) COc1cccc(NC(=O)N(C)C[C@@H]2Oc3ncc(/C=C/c4ccccc4)cc3C(=O)N([C@H](C)CO)C[C@@H]2C)c1
(49) O=C(/C=C/c1cc2ccccc2o1)c1ccccc1O
(50) CC1=C(C(=O)Nc2ccc(C(=O)NC(C)c3ccccc3)cc2)SCCO1 (stereo not drawn)
screen / no.	46	47	48	49	50
Casp6 inh	-1	0	·	-1	-3
ERp5 block	-1	-2	-4	-2	-3
DENV2 CPE rescue	-9	4	-1	5	-7
ERAP1 inh	2	4	·	·	-3
SIRT5 block	-4	2	-9	-1	8
miR-122 sensor	-12[16.7 µM]	·	5[16.7 µM]	1	1
CFTR F508del cor	0.8	·	-4.8	-0.5	0.5

(51) Nc1[nH]c(C(=O)c2ccc(Br)cc2)c(-c2ccc3c(c2)OCO3)c1C(=O)NCCc1c[nH]c2ccccc12
(52) C[C@@H]1CN([C@@H](C)CO)C(=O)Cc2cc(NC(=O)C3CC3)ccc2O[C@H]1CN(C)Cc1ccccc1
(53) COC(=O)CCCCC1SCC(NC(=O)c2ccccc2)C1OC(C)=O (stereo not drawn)
(54) C[C@@H]1CCCCO[C@H](CN(C)Cc2ccc(C(=O)O)cc2)[C@@H](C)CN([C@H](C)CO)C(=O)c2cc(NS(=O)(=O)c3ccc(Cl)cc3)ccc2O1
(55) CC(C)(C)S(=O)(=O)/C(C#N)=C/c1cccn1S(=O)(=O)c1ccccc1
screen / no.	51	52	53	54	55
Casp6 inh	-2	-1	0	0	1
ERp5 block	-5	4	-17	4	1
DENV2 CPE rescue	9	-8	12	-9	-3
ERAP1 inh	2	1	2	1	1
SIRT5 block	6	-5	1	-1	3
miR-122 sensor	·	-4[16.7 µM]	·	-1[16.7 µM]	-1
CFTR F508del cor	-0.4	0.0	-3.1	-4.0	-2.8

Part of the list above, with tabs:
cpd	structure	Casp6 inh	ERp5 block	DENV2 CPE rescue	ERAP1 inh	SIRT5 block	miR-122 sensor	CFTR F508del cor
1	CCCn1c2ccccc2c2cnn(CC(=O)NC3CCCCC3C)c(=O)c21 (stereo not drawn)	2	13	-3	-3	5	-2	6.3
2	Cc1ccc(CN(C)C(=O)c2ccccc2Sc2ccccc2C#N)cc1	-90	2	-5	3	-3	-1	-3.2
3	CC(C)Sc1nnc(SCC(=O)NCCCN2CCCC2=O)s1	-3	5	0	-6	-4	·	-1.8
4	Cc1cccc2c(CC(=O)O)noc12	3	3	-2	-1	-2	·	·
5	O=C(C[C@@H]1CC[C@H](NC(=O)c2cccc(F)c2)[C@@H](CO)O1)NCc1ccc(Oc2ccccc2)cc1	3	-1	18	1	-1	·	-1.7
6	CCOc1ccc(NC(=O)N(CCN(C)C)C(C)c2cccnc2)cc1 (stereo not drawn)	-2	3	-4	1	7	-1	3.8
7	COc1ccc(CCNC(=O)c2ccccc2NS(=O)(=O)c2cc(C(=O)O)ccc2OC)cc1	1	3	-1	-39	-2	-4	-3.1
8	CC(C)OCCCn1c(SC(C)C(=O)NCC2CCCO2)nc2cc(Cl)ccc2c1=O (stereo not drawn)	0	0	?	5	-3	6	-4.3
9	CC(C)NC(=O)c1csc(COCCO)n1	-7	-4	-2	-6	·	-1	1.7
10	COc1ccc(S(=O)(=O)N(C)C[C@H]2Oc3ccc(NC(=O)Nc4ccc(F)cc4)cc3CC(=O)N([C@H](C)CO)C[C@@H]2C)cc1	·	·	-12	·	·	-8[16.7 µM]	-0.3
11	CNC[C@@H]1Oc2c(NC(=O)c3cnccn3)cccc2C(=O)N([C@@H](C)CO)C[C@H]1C	0	-4	4	3	·	-7[16.7 µM]	1.4
